Source: PubChem BioAssay (several laboratories)
TRPN1 ag – agonists of zebrafish TRPN1 channel; 220,000 tested, 0.18% active; HEK293 zebrafish TRPN1-YFP, Fluo-8 calcium fluorescence; 100% = response to 87 µM carbachol; activation, % at 3 µM;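 active = activation above its plate's cutoff, the mean activation of test wells on that plate plus 3 SD, cut at about 19% in these data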;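 note: 0% = DMSO alone and 100% = 87 µM carbachol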
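Material: zebrafish TRPN1-YFP in HEK293 cells. Doses: one dose of 3 µM, 0.3% DMSO. Incubation: dye 1 h 37 °C plus 30 min RT. Measured by: intracellular calcium fluorescence with Fluo-8.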
BaF3 parental – reduces parental Ba/F3 cell viability, JAK2V617F counter-screen. AID 1486. inhibition, % at 5.6 µM. 220,000 tested, 1.1% active. CellTiter-Glo ATP luminescence;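 active = inhibition above a per-campaign cutoff, the mean inhibition of all tested compounds plus 3 SD, cut at about 27% in these data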;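 note: 0% = DMSO wells and 100% = JAK Inhibitor I control wells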
Ba/F3 V617F tox – reduce viability of Ba/F3 cells dependent on JAK2V617F. inhibition, % at 5.6 µM. 220,000 tested, 1.1% active. AID 1446. Ba/F3 EpoR-JAK2V617F viability, ATP luminescence;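 active = inhibition above the campaign mean plus 3 SD over all tested compounds, cut at about 24% in these data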;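 note: cytokine-independent growth of Ba/F3 cells driven by EpoR plus mutant JAK2; 0% = DMSO-treated cells and 100% = JAK inhibitor I control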
S1P4 ag – human S1P4 receptor agonism; AID 1509; S1P4-expressing cell line, agonist reporter assay; 220,000 tested, 0.35% active; activation, % at 4.98 µM; O95977; in the data active = activation above about 11%;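 note: 0% = DMSO vehicle and 100% = reference agonist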
TRPML3 agonist – agonists of human TRPML3 channel. HEK293 TRPML3-YFP, Fluo-8 calcium fluorescence; 100% = the carbachol control signal. 220,000 tested, 0.29% active. activation, % at 3 µM. AID 1448. Q8TDD5;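 active = activation above its plate's cutoff, the mean activation of the plate's test wells plus 3 SD, cut at about 12% in these data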;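 note: 0% = DMSO only wells and 100% = carbachol wells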
Target sequence (Q8TDD5 whole entry, looked up): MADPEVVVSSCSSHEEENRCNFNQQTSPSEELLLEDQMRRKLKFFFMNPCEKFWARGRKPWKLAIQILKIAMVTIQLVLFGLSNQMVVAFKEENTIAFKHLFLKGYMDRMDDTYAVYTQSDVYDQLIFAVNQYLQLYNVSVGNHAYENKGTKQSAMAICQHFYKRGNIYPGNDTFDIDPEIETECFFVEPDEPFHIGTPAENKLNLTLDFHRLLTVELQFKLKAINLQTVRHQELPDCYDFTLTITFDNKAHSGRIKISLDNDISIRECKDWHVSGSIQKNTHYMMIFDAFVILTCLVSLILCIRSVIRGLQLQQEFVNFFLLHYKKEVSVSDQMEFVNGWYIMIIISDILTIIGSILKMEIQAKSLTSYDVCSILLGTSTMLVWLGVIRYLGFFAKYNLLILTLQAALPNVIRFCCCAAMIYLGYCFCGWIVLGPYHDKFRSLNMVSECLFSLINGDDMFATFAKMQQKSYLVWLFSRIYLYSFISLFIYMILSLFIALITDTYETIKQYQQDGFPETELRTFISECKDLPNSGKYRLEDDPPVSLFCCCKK
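system = HEK293 cells stably carrying human TRPML3-YFP | doses = one concentration, 3 µM nominal, 0.3% DMSO | timing = dye loading 1 h 37 °C then 30 min ambient, 125 s read | detection = Fluo-8 calcium dye fluorescence, ex 470-495, em 515-575 nm | benchmarks = high control carbachol 87 µM, low control DMSO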
S1P4 antag – blocks the human S1P4 receptor; S1P4-expressing cells, antagonist mode, reporter read-out; 220,000 tested, 0.26% active; O95977; inhibition, % at 4.98 µM; in the data active = inhibition above about 29%;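 note: 0% = wells stimulated with agonist and 100% = vehicle wells without agonist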
PERK inh – inhibitors of human PERK kinase. CHO PERK-DD fusion, SEAP luminescence translation reporter. inhibition, % at 5.6 µM. 220,000 tested, 0.17% active;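 active = inhibition above the mean inhibition of all tested compounds plus 3 SD, set separately per screening campaign, cut at about 2.9% in these data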;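 note: PERK kinase domain activated by AP20187 dimerizer at 100 nM; 0% = DMSO with dimerizer and 100% = rapamycin at 8.4 µM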
EP2 mod – modulators of human EP2 prostaglandin E2 receptor | P43116 | EP2-expressing cells, cAMP HTRF FRET, PGE2 co-stimulation | 260,000 tested, 0.83% active | induction, % at 25 µM;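 active = compounds whose cAMP rise, as percent of the full-agonist control response, exceeds 60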;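 note: rat C6 glioma line stably carrying human EP2 under a CMV promoter; the protocol text gives 20 µM as final concentration; 100% = response of wells given 1 µM PGE2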
Target sequence (P43116 whole entry, looked up): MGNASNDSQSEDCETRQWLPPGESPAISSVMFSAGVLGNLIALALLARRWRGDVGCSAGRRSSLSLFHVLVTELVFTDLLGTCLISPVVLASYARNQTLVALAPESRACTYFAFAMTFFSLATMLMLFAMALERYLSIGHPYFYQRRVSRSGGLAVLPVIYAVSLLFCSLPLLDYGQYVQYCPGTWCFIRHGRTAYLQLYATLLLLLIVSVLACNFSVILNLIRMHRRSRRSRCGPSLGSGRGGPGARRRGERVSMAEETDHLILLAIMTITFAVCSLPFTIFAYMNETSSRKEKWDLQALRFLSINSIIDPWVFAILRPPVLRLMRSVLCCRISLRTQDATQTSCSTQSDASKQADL
Calpain2 inh – calpain II (pig) inhibition; inhibition, % at 16 µM; 220,000 tested, 0.37% active; purified calpain II, fluorogenic peptide substrate, 30 min; AID 1236;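 active = inhibition above about 50%, limit read from the data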
* hit, by the source's call; i = inactive; & = joins results of further samples.

SMILES | TRPN1 ag | BaF3 parental | Ba/F3 V617F tox | S1P4 ag | TRPML3 agonist | S1P4 antag | PERK inh | EP2 mod | Calpain2 inh
Cc1ccc(S(=O)(=O)NNC(=O)c2cc(C)cs2)cc1 | -0.3 | 3 | -4 | 0.1 | -0.6 | -12 | 0.5 | 7 | -19
CCOc1ccc(OCC)c(NC(=O)C2CCN(S(=O)(=O)c3cccc4nonc34)CC2)c1 | 0.2 | 1 | -3 | -0.5 | -0.3 | 2 | -0.2 | -19 | 23
CCN(CC)S(=O)(=O)c1ccc2oc(C(=O)NCc3ccc(F)cc3)c(C)c2c1 | 0.0 | 8 | -1 | 1.2 | 0.8 | 2 | -0.8 | 2 | 7
Cc1cc(C)cc(-c2nnc(SCC(=O)c3ccc4c(c3)OCCO4)o2)c1 | 1.4 | -2 | 0 | 1.0 | 0.3 | -2 | 0.2 | -38 | -8
CCOC(=O)N1CCC(=NNC(=O)c2ccc(O)cc2)CC1 | 1.6 | 5 | -3 | 1.6 | 1.3 | -4 | 1.1 | 11 | -13
Cc1cc(=O)[nH]c(S/C=C/c2ccccc2)n1 | -0.6 | 11 | 11 | -0.2 | -1.4 | -2 | 1.0 | -2 | -11
Cc1cc2c(cc(C(=O)NCc3cccnc3)n2Cc2ccc(Cl)cc2)o1 | 0.8 | 6 | -1 | -0.2 | -0.3 | -3 | 0.8 | -1 | -40
CCOC(=O)C1=NNC2C(=O)N(C3CCCCC3)C(=O)C12 (stereo not given) | 0.8 | 4 | -1 | -2.0 | -0.4 | -13 | 0.6 | -3 | -29
CC(=O)Oc1ccccc1C1=NN(C(C)=O)C(c2ccccc2)C1 (stereo not given) | 0.5 | 7 | 1 | -1.6 | 0.7 | -18 | 0.6 | -1 | -136
CC1CCCN(S(=O)(=O)c2ccc(C(=O)Nc3nnc(-c4ccncc4)o3)cc2)C1 (stereo not given) | 0.9 | 7 | -1 | -1.4 | 0.3 | -1 | 0.3 | -3 | -51
O=C(CCn1c(=O)oc2ccccc21)N1CCOCC1 | 1.8 | 5 | 1 | 0.1 | 0.8 | 6 | -0.1 | 22 | -9
Cc1cc2c(c(=O)n1Cc1cccnc1)C(c1ccc(F)cc1)C(C#N)=C(N)O2 (stereo not given) | 0.2 | 0 | 0 | 2.7 | -0.2 | -18 | 0.5 | 1 | -3
Fc1ccc(COc2cccc(CNCc3ccncc3)c2)cc1 | 7.8 | 7 | -6 | -2.5 | 3.5 | 3 | 1.2 | -50 | 10
O=C(c1cccc(N2C(=O)C3CC=CCC3C2=O)c1)N1CCN(c2ccccc2)CC1 (stereo not given) | 3.1 | 0 | 2 | 0.9 | 1.4 | -8 | 0.5 | 15 | -24
Cc1ccc(C(=O)N/C(=C/c2cccs2)C(=O)N2CCCCC2)cc1 | 2.2 | 4 | -1 | 1.4 | 0.7 | -17 | 0.4 | 2&37 | -16
Cc1cccc(OCc2nnc(N)s2)c1C | -1.2 | 2 | 0 | 0.6 | 0.4 | -26 | 0.3 | -35 | -9
COc1ccccc1C(=O)NNC(=O)C(=O)NC(C)C | -0.2 | 7 | -1 | 0.7 | 0.0 | -14 | 0.8 | 34 | -24
COc1cccc(/C=C/C(=O)Nc2cccc(C(C)=O)c2)c1OC | 2.1 | 4 | -3 | -0.5 | 1.4 | -8 | 0.2 | -43 | -3
Cc1cc(N2CCN(c3ccccc3)CC2)nc(N)n1 | 4.3 | 2 | -2 | 0.7 | 3.9 | -3 | -0.8 | -34 | -12
CCCCCCC(=O)NNC(=O)c1c(O)c2ccccc2n(CCC)c1=O | 1.6 | 5 | -1 | 2.1 | 0.8 | 0 | 0.7 | -15 | -64
CCOC(=O)c1c(O)c2ccccc2n(CC)c1=O | 0.6 | 5 | 3 | -1.0 | 0.8 | 4 | 1.6 | 38 | -6
CCOC(=O)C1CCN(c2c(NCc3ccc(C(=O)NC(C)CC)cc3)c(=O)c2=O)CC1 (stereo not given) | -0.3 | 0 | -4 | -0.8 | -1.4 | -10 | 1.1 | 23 | 9
CCOC(=O)c1c(C)[nH]c(C(=O)OCC(=O)Nc2cc(C)c(Cl)cc2OC)c1C | -0.9 | 3 | -3 | -0.2 | 0.3 | 2 | 1.3 | 14 | 16
CC(/C=N/NC(=O)c1cc(-c2cccnc2)nc2c1c(C)nn2-c1ccccc1)=C\c1ccccc1 | 1.3 | 7 | 6 | -1.6 | 0.5 | -13 | 0.6 | 4 | -240
Nn1cnnc1N/N=C/c1cc([N+](=O)[O-])c(Cl)cc1Cl | -0.9 | 4 | -1 | 0.6 | 1.1 | 11 | 0.4 | -39 | 2
COc1ccc(C(=O)NCc2ccccn2)cc1 | -0.9 | 6 | 0 | -1.6 | 0.2 | -12 | 1.1 | 28 | -9
CCN(CC)S(=O)(=O)c1ccc(Cl)c(C(=O)NC)c1 | -0.1 | 3 | -2 | 1.4 | 0.2 | -20 | 1.6 | 20 | -2
Cc1ccc(NN=Nc2nc3c([nH]2)c(=O)n(C)c(=O)n3C)cc1 | -1.0 | 6 | 2 | -0.1 | 0.7 | 1 | 0.7 | 7 | -17
Cc1cc(C)c(NC(=O)CN)c(C)c1 | -0.7 | -1 | -3 | -1.2 | 0.3 | 5 | 1.1 | 14 | -23
CCN(CC)CCSc1nnc(Nc2ccccc2)n1-c1ccccc1 | -1.0 | 5 | -1 | -0.3 | 0.5 | -13 | 0.2 | -9 | 13
CCC(C)Nc1nc(Cl)nc(NCCOc2ccccc2)n1 (stereo not given) | -1.7 | 6 | 4 | -0.6 | -0.4 | -19 | -0.2 | -92 | 28
CCOC(=O)Cn1nc(C)c(NC(=O)COc2ccc([N+](=O)[O-])c(C)c2)c1C | 1.9 | 3 | -1 | 0.9 | 0.5 | 40* | 0.5 | -4 | 14
COc1ccc(Cl)cc1NC(=O)CN(C)C1CCCCC1 | 1.3 | 0 | -2 | 1.7 | 0.3 | -7 | -0.5 | 23 | 0
COCCCNc1ncnc2c1cnn2-c1ccc(C)cc1C | 2.1 | 7 | 4 | 1.0 | 0.2 | 6 | -0.7 | 14 | 6
O=C(NCCCN1CCCC1=O)c1cc(=O)c2ccccc2o1 | 0.5 | 8 | -2 | 1.2 | 0.2 | -4 | -0.1 | -4 | 8
O=C(CN1CCN(c2ccc(C(F)(F)F)cn2)CC1)Nc1ccc2c(c1)OCO2 | 0.0 | 0 | 0 | 0.9 | 1.0 | -12 | -0.4 | -44 | 9
CCOc1cccc(C(=O)Nc2nccs2)c1 | -0.4 | 2 | -1 | 0.3 | 0.3 | -6 | -0.1 | -6 | -10
Cc1c(C(=O)c2ccc(Cl)cc2[N+](=O)[O-])c2ccccn2c1CCC#N | 1.0 | 2 | -3 | -1.1 | 0.7 | -4 | 0.9 | 11 | 10
Cc1cc(=O)oc(C)c1C(=O)NCCN(C)Cc1ccccc1 | 1.3 | 2 | 1 | 0.4 | 0.4 | 2 | 0.5 | 4 | 18
O=C(O)CCCCCNC(=O)/C=C/c1ccco1 | 0.5 | 2 | -1 | 0.5 | 1.1 | 0 | 0.8 | 8&8 | -13
Cc1c(Cl)cccc1NC(=O)CSc1ccc(-c2cccnc2)nn1 | 1.1 | 6 | -2 | 0.9 | -0.1 | 0 | 0.9 | -9 | -41
CN1CCN(C(=S)Nc2ccc(Cl)cc2)CC1 | -0.1 | 14 | 27* | -0.1 | 0.3 | -18 | 1.4 | 17 | -2
COc1cccc(C(c2sc3ncnn3c2O)N2CCN(C(=O)c3ccco3)CC2)c1 (stereo not given) | 1.7 | 7 | -2 | -3.5 | 0.3 | 2 | 0.8 | 22 | 5
O=C(CNC(=O)c1ccccc1)NCC(=O)OCC(=O)c1ccc([N+](=O)[O-])cc1 | 1.1 | 8 | 4 | -0.5 | 0.0 | -10 | 0.5 | 19 | 27
COc1ccc(C(CNC(=O)c2ccccc2C)N2CCCC2)cc1 (stereo not given) | 0.1 | 5 | -6 | 2.4 | 0.1 | -11 | -0.5 | -29 | 4
CC1=NOC(=O)/C1=C\c1ccc(-c2ccc(Cl)c(C(=O)O)c2)o1 | 1.0 | 5 | 0 | 0.7 | 0.9 | -14 | -0.3 | 13 | -16
O=C(NCc1ccccn1)C1CN(S(=O)(=O)c2ccccc2)CCN1S(=O)(=O)c1ccccc1 (stereo not given) | -1.3 | 3 | 3 | -2.8 | -0.3 | -11 | -0.7 | 12 | 10
CCN(C(=O)COC(=O)c1cc(-c2cccs2)nc2ccccc12)C1CCS(=O)(=O)C1 (stereo not given) | 4.2 | 6 | -4 | 0.7 | 1.3 | -17 | -0.1 | -81 | i

One compound at a time, as listed above:
O=C(O)CCCCCNC(=O)/C=C/c1ccco1 reads TRPN1 ag = 0.5; BaF3 parental = 2; Ba/F3 V617F tox = -1; S1P4 ag = 0.5; TRPML3 agonist = 1.1; S1P4 antag = 0; PERK inh = 0.8; EP2 mod = 8&8; Calpain2 inh = -13
Cc1cc(=O)oc(C)c1C(=O)NCCN(C)Cc1ccccc1 reads TRPN1 ag = 1.3; BaF3 parental = 2; Ba/F3 V617F tox = 1; S1P4 ag = 0.4; TRPML3 agonist = 0.4; S1P4 antag = 2; PERK inh = 0.5; EP2 mod = 4; Calpain2 inh = 18

Going on with the list:
SMILES | TRPN1 ag | BaF3 parental | Ba/F3 V617F tox | S1P4 ag | TRPML3 agonist | S1P4 antag | PERK inh | EP2 mod | Calpain2 inh
COc1ccc(CCNC(=O)CSCc2ccc([N+](=O)[O-])cc2)cc1OC | -0.3 | 1 | -3 | 1.0 | 0.2 | -10 | -2.0 | -10 | -3
N#Cc1ccsc1NC(=O)CSc1nnnn1-c1ccc(O)cc1 | 2.5 | 4 | 1 | 1.5 | 0.3 | -15 | 1.5 | -24 | 5
CN(C)c1cccc(C(=O)N/N=C/c2ccccc2F)c1 | 0.0 | 8 | 0 | 1.7 | 1.5 | -2 | 0.6 | -15 | -18
O=C(c1cc(-c2ccccn2)nc2ccccc12)N1CCN(c2ncccn2)CC1 | 1.5 | 2 | 3 | 0.6 | 0.2 | -1 | -0.1 | -11 | 4
COc1ccccc1/C=N/NC(=S)Nc1cccnc1 | 0.2 | 2 | -4 | 0.1 | -0.2 | -15 | 0.6 | -63 | 26
O=C(Nc1nc2ccccc2c2nc3ccccc3n12)c1ccc(F)cc1 | 0.9 | 6 | 4 | -0.7 | -0.4 | -11 | 0.5 | 56 | -129
COCC(=O)Nc1ccc(S(=O)(=O)Nc2ccccn2)cc1 | -0.6 | 4 | 3 | -0.1 | 0.6 | -9 | 0.2 | -10&22 | -11
O=S1(=O)N=C(Nc2ccc(O)cc2)c2ccccc21 | 0.6 | 5 | 0 | -0.3 | 1.1 | -23 | -0.3 | 2 | -4
CCS(=O)(=O)N1CCN(c2ccc(C(=O)NC34CC5CC(CC(C5)C3)C4)cc2[N+](=O)[O-])CC1 | 1.7 | 5 | 4 | 0.2 | 0.1 | 4 | 1.4 | 9 | 16
O=C(O)c1nc(-c2ccccc2)n(-c2ccccc2)n1 | 0.3 | 6 | 3 | 0.6 | 0.1 | 3 | 0.1 | 20 | 10
FC(F)Sc1ccc(-n2c(-c3ccc(Cl)cc3)c[n+]3c2CCC3)cc1 | -1.0 | 44* | 24* | 0.9 | 0.3 | -9 | 1.0 | -2 | 23
